# Vif imaging: HIV Vif self-association inhibitors, primary screen, imaging, HEK293T, single point | HEK293T cells, Vif self-association by quenched fluorescence, 24 h | inhibition, % at 7.49 µM | 340,000 compounds, 0.35% hits; in the data active means inhibition above about 50%, passing the limit was not always enough; further: some results filed as inactive read as strong as hits
# m5-HT2A agonist: mouse Htr2a agonists via beta-arrestin recruitment, primary screen, cell-based, luminescence | 5-hydroxytryptamine receptor 2A (Mus musculus), P35363 | CHO-K1 mHTR2A beta-arrestin complementation; percent of 30 µM serotonin response | activation, % at 7.6 µM | 360,000 compounds, 0.66% hits | AID 624169, 2012;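 active means activation above a run cutoff, the mean activation of all tested compounds plus 3 SD, cut at about 14% in these data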;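 further: 0% = plate median of compound wells and 100% = 30 µM serotonin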
# Target sequence (P35363 whole entry, looked up): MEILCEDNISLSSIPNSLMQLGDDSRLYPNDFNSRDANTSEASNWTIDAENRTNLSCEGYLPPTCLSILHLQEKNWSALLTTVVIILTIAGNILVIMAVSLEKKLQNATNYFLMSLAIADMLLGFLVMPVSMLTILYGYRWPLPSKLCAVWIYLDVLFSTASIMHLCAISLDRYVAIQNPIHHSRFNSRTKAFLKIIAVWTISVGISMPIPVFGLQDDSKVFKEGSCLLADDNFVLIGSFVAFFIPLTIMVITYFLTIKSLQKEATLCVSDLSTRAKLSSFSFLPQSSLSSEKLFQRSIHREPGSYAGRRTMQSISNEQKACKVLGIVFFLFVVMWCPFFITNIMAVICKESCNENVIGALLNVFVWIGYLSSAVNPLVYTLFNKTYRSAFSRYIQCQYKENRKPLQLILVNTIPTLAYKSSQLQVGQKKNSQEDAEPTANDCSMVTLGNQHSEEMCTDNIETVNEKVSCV
# CaV13 FRET inh: Primary screen for inhibitors of IQ motif and Ca2+-dependent inactivation inhibitor domain binding in CACNA1D, Förster resonance energy transfer in living cells, …; HEK cells, CFP/YFP FRET ICDI-IQ, plate reader, 10 min; percent FRET-ratio fall versus neutral wells; inhibition, % at 12.3 µM; 340,000 compounds, 0.098% hits;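 active means mean replicate inhibition of at least 30% and at least 1% of replicates passing that level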;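 further: 0% = median of the neutral control wells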
# MC4R ag barr: MC4R agonists recruiting beta-arrestin, primary screen, cell-based, luminescence, agonist arm of biased-ligand search. U2OS MC4R beta-arrestin complementation; percent of melanotan II response, DMSO zero. AID 540308, 2011. 360,000 compounds, 0.98% hits. activation, % at 8.9 µM;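 active means activation above a per-plate cutoff, the mean activation of sample wells on that plate plus 3 SD, cut at about 8% in these data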
# Target sequence (P32245 whole entry, looked up): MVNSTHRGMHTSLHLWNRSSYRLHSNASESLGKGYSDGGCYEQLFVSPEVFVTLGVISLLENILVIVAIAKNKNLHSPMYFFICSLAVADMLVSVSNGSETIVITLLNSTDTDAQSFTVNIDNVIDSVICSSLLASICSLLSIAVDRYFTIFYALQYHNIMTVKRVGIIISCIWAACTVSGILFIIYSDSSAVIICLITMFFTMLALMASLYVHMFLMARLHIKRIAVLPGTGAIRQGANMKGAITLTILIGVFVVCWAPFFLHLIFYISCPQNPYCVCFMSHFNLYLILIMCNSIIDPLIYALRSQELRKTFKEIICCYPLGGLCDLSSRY
# Cardio protect: cardioprotection against H2O2-induced cell death, primary screen, uHTS, H9c2 cells, ATPLite luminescence | H9c2 cardiomyocytes, H2O2 injury protection, 2 h | protection from H2O2 cell death, % at 20 µM | 360,000 compounds, 0.63% hits;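 active means compounds giving at least 50% protection of heart cells from peroxide-induced death in the single-dose screen, raw or plate-pattern-corrected value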;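 further: 0% = DMSO wells with peroxide and 100% = DMSO wells without peroxide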
# PDI inh: inhibitors of human PDI, primary screen, biochemical, turbidity, single point, plate reader | 350,000 compounds, 0.052% hits | AID 588391, 2011 | PDI insulin aggregation turbidity, A650, 90 min | inhibition, % at 10 µM;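 active means mean inhibition across replicates of 30% or more, whatever share of single replicates reach that level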;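 further: absorbance from insulin aggregation driven by PDI reduction with DTT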
# MC4R antag cAMP: MC4R antagonists of cAMP signaling, primary screen, cell-based, TR-FRET, antagonist arm of biased-ligand search. AID 540295, 2011. inhibition, % at 6.5 µM. MC4R-expressing cells, MTII-stimulated cAMP, LANCE TR-FRET. 360,000 compounds, 0.48% hits. Melanocortin receptor 4 (Homo sapiens), P32245;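 active means inhibition above its plate's cutoff, the mean of tested wells on that plate plus 3 SD, cut at about 29% in these data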;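 further: 0% = Melanotan II alone and 100% = Melanotan II plus saturating MCL0020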
#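 material = U2OS cells stably expressing human melanocortin 4 receptor (MC4R) | also added = Melanotan II challenge | dosing = single nominal compound dose of 6.5 µM | detection = TR-FRET with Eu-cAMP and labeled anti-cAMP, 671 nm | replication = singlicate | timing = compound 30 min, challenge 1 h, detection 1 h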
# Glyco luc inh: increase of ERlucT glycosylation luciferase signal, primary screen, N-linked glycosylation inhibitor project, D54 ERlucT cells, luminescence, set 2; D54 ERlucT glycosylation luciferase reporter, 24 h; percent of 100 nM tunicamycin response; 360,000 compounds, 0.23% hits; reporter increase, % at 12.5 µM;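 active means mean luciferase reporter signal, scaled so untreated is 0 and the glycosylation-blocking control 100, at or above a set limit in every replicate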;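 further: luciferase carries N-glycosylation sites so blocking glycosylation raises the light; 0% = median of neutral control wells and 100% = median of 100 nM tunicamycin wells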
# ABCB6 inh 2: ABCB6 transporter inhibitors, primary screen, K562-ABCB6 cells, flow cytometry, MLPCN library. K562-ABCB6 porphyrin accumulation, 1 h; hits give low values. AID 602162, 2011. fluorescence ratio to DMSO, % at 10 µM. 360,000 compounds, 0.19% hits. ATP-binding cassette sub-family B member 6 (Homo sapiens), Q9NP58;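 active means fluorescence ratio to DMSO below 75%, the collection mean minus 3 SD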;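 further: signal is porphyrin accumulated inside mitochondria; 100% equals median channel fluorescence of DMSO control wells; lower ratio means ABCB6 inhibition with less porphyrin fluorescence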
# aDG glyco act: activators of alpha-DG glycosylation, primary screen, uHTS, Pro5-aDG cells, AlphaScreen; alpha-DG glycosylation AlphaScreen (IIH6); 0% Pro5, 100% B10-LARGE cell signal; 360,000 compounds, 0.22% hits; activation, % at 10 µM;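 active means activation of at least 8% versus controls, or a plate z-score of at least 8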;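 further: Pro5 are CHO cells carrying HIG-tagged alpha-DG that lacks glycosylation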
# Active calls of the source: *; nt = no result given. Rows are unselected; any-hit rate near 3.6%.
SMILES,Vif imaging,m5-HT2A agonist,CaV13 FRET inh,MC4R ag barr,Cardio protect,PDI inh,MC4R antag cAMP,Glyco luc inh,ABCB6 inh 2,aDG glyco act
CC1(C)N=C(N)N=C(N)N1c1ccc(Oc2ccc(Cl)cc2)c(Cl)c1,-14,-9,-4,-0.7,-10,4,3,-13,98,-0.2
COc1ccc(NC(=O)c2sc3nc(C)cc(C)c3c2N)cc1,-4,-2,5,0.2,-4,13,6,-4,92,0.1
CC(=O)Nc1cc(-c2cccc(C(=O)NCCN(C)C)c2)cn2c(-c3ccc(C(C)=O)cc3)cnc12,19,-5,-7,0.1,13,-4,-10,-5,91,-0.1
Cc1cc(C)c(S(=O)(=O)N2CCCCC2CCNC(=O)C(=O)NCC2CCCO2)c(C)c1 (configuration not stated),-16,3,nt,-0.3,-5,-1,7,-4,97,0.0
Cc1cc(Cl)c2c(c1)[C@]1(C(=O)N2)[C@@H]2C(=O)N(Cc3ccccc3)C(=O)[C@@H]2[C@@H]2CCCN21,nt,-2,nt,2.0,41,-3,4,0,104,-0.1
CCCCOc1ccc(C(=O)NCCC(=O)NCCCC(=O)OCC)cc1,-6,8,-5,2.8,-3,-2,-4,-1,92,0.0
CC(=O)c1sc(N/N=C2\CC3CCC2(C)C3(C)C)nc1C (configuration not stated),0,-2,-2,-2.5,2,-3,14,-3,101,-0.4
CC1CCc2nc(NC(=O)CN3CCOCC3)sc2C1 (configuration not stated),2,6,nt,0.2,-10,-4,1,0,96,0.1
Cc1ccccc1C1CC(c2ccccc2)Nc2ncnn21 (configuration not stated),-4,3,-12,0.7,14,nt,2,-4,96,0.0
CCOCCCNC(=S)Nc1ccc(S(N)(=O)=O)cc1,0,4,-5,-0.2,6,1,8,2,97,-0.1
N=c1c(C(=O)NC2CCCCC2)cc2c(=O)n3ccccc3nc2n1CCc1ccccc1,11,-3,12,0.4,9,-7,13,-1,93,1.1
Cc1onc(-c2c(F)cccc2Cl)c1C(=O)OCn1nnc2ccccc2c1=O,-2,-5,-4,-0.6,6,3,16,0,99,-0.3
Cn1c(=O)n(CCc2ccccc2)c2ccccc21,-2,5,-5,-0.7,3,1,14,2,92,-0.1
O=C(CN1C(=O)S/C(=C\c2cc(Cl)c(O)c(Cl)c2)C1=O)Nc1ccccc1,-13,-2,-3,-0.8,-1,-2,26,0,103,0.0
COCc1[nH][nH]c(=O)c1C=Nc1ccc(Cl)cc1,-3,-1,-3,1.7,-1,-6,-1,3,92,-0.1
COc1ccccc1N1CCN(c2nc(C)cc(C)c2C#N)CC1,0,1,-23,0.8,0,-3,3,1,110,0.0
Nc1n[nH]c(C2CCCCC2)n1,-1,5,-2,-3.0,3,-3,10,2,101,-0.2
CC(NC(=O)Nc1ccc(Cl)c(Cl)c1)C(c1ccccc1)N1CCOCC1 (configuration not stated),nt,0,3,5.7,-10,-65,11,3,106,0.2
CN(c1ccc(-c2csc(NC(=O)C3CC(=O)N(Cc4ccco4)C3)n2)cc1)S(C)(=O)=O (configuration not stated),-8,-2,-6,-0.9,7,-10,-4,0,86,0.1
COc1ccc(CCN(C)C(=O)COc2ccc(C(=O)c3ccccc3)cc2)cc1OC,-14,-4,-4,-2.2,-2,-11,-1,-1,95,0.1
Cc1ccccc1C(=O)N1CCC(C(=O)NC2CCCCCC2)CC1,5,2,-3,-1.0,1,3,4,1,102,0.0
O=C(O)C1CCN(c2c([N+](=O)[O-])cc(C(F)(F)F)cc2[N+](=O)[O-])CC1,3,4,-4,-1.5,-2,1,12,1,101,-0.1
COc1ccc(NC(=O)C2CCN(S(=O)(=O)c3ccc4c(c3)CC(C)N4C(C)=O)CC2)c(OC)c1 (configuration not stated),-8,-2,-2,0.7,-2,8,6,-1,102,-0.1
CCNC(=O)NC(=O)C(C)Oc1ccc(Br)cc1Br (configuration not stated),7,-4,-4,-1.1,-4,0,17,-1,103,-0.1
CCCCc1ccc(C(=O)NC(C(=O)O)C(C)C)cc1 (configuration not stated),-12,-2,-4,-1.9,-1,-2,3,-4,97,-0.1
Cc1ccc(-c2ccc3nnc(SCC(=O)NCC4CCCO4)n3n2)cc1 (configuration not stated),-1,0,-2,1.9,0,4,7,2,102,-0.1
N=c1c2c(-c3ccccc3)c(-c3ccccc3)n(Cc3ccccc3)c2ncn1CCCn1ccnc1,-7,2,nt,1.0,-40,-3,29*,-1,98,1.5
CCOc1ccc(-c2nc(S(=O)(=O)c3ccccc3)c(N3CCC(C(N)=O)CC3)o2)cc1,-3,1,-10,-0.6,1,5,4,1,98,0.3
Cn1cc(CN2CCN(CCc3ccccc3)C(CCO)C2)cn1 (configuration not stated),-6,-5,0,0.6,8,-16,-1,2,98,-0.1
Cc1ccc(S(=O)(=O)NC(=S)NC2CCCCC2)cc1,14,0,-4,-2.2,-2,-11,-9,0,101,-0.3
CCn1c(C)c(P(c2ccccc2)c2ccccc2)[n+]2ccccc12,3,0,6,-0.1,-11,-1,15,1,98,0.3
O=C(CCCCN1CCCCC1)c1ccc2c(c1)Cc1ccccc1-2,5,-8,5,-0.8,-10,-5,-2,-1,96,5.3
COc1ccc(-c2cn(Cc3ccc([N+](=O)[O-])cc3)nn2)cc1,7,0,-5,-1.5,-4,-9,-1,-1,96,0.3
COc1cccc(CNC(=O)CCCC(=O)Nc2cccc([N+](=O)[O-])c2)c1,-4,-8,2,-1.3,10,2,11,2,97,0.1
COC(=O)c1ccc(NC(=O)Cn2nc(-c3ccncc3)nc2SCC(=O)Nc2nccs2)cc1,-6,2,-5,1.5,-1,5,13,2,100,0.2
Cn1c(=O)c2c(nc(N3CCCCCC3)n2CC(O)COc2ccc(Cl)cc2)n(C)c1=O (configuration not stated),-3,0,-6,-0.8,0,10,20,-1,90,-0.1
COc1ccc(S(=O)(=O)N(C)c2ccc(OCC(=O)Nc3cc(C)on3)cc2)cc1,nt,-3,nt,-0.6,1,-3,6,0,106,-0.4
CC(C)CCN1NC2(CCC(C)CC2)NC1=S (configuration not stated),0,-1,-5,-1.7,-3,0,-1,1,91,-0.1
COC(=O)C1CC(O)CN1C(=O)Nc1ccccc1 (configuration not stated),3,3,-14,2.1,7,7,-1,1,100,-0.1
CC(C)CCNC(=O)C1CCN(Cc2cccc(OCc3ccccc3)c2)CC1,-4,-9,10,-1.7,0,-4,12,-3,101,0.6

# An excerpt from above in order of the Vif imaging value, low to high.
mol	Vif imaging
CC(C)CCN1NC2(CCC(C)CC2)NC1=S (configuration not stated)	0
CCn1c(C)c(P(c2ccccc2)c2ccccc2)[n+]2ccccc12	3
O=C(CCCCN1CCCCC1)c1ccc2c(c1)Cc1ccccc1-2	5

# Other results:
SMILES,Vif imaging,m5-HT2A agonist,CaV13 FRET inh,MC4R ag barr,Cardio protect,PDI inh,MC4R antag cAMP,Glyco luc inh,ABCB6 inh 2,aDG glyco act
COc1ccc(NC(=O)CSc2nnc(CN3CCOCC3)n2C)cc1Cl,4,-1,-6,-0.6,-2,4,-5,0,98,0.1
C=CCNC(=O)COC(=O)c1ccc(C)c(NC(=O)c2ccco2)c1,-3,0,3,-2.7,0,-4,3,1,99,-0.1
O=C(CSc1ncnc2c1nnn2Cc1ccc(F)cc1)NC1CCCCC1,3,4,-3,1.9,2,4,-3,0,91,0.0
CCOc1ccccc1NC(=O)C(=O)N/N=C/c1ccc([N+](=O)[O-])cc1,4,-2,-2,0.1,0,-6,22,0,100,0.0
COc1ccc(/C=N/Nc2ncc(C(F)(F)F)cc2Cl)c(OC)c1OC,3,-4,-5,2.3,8,-1,10,2,94,0.0
Cc1ccccc1N(CC(=O)NC1CCCCC1)C(=O)CCC(=O)Nc1nccs1,-6,0,-7,-0.8,0,6,-1,0,94,0.1
O=C(CSc1nccc(=O)[nH]1)NC1CCCCCCC1,-1,1,-6,-1.9,4,0,0,-1,102,0.0
O=C(NC1CCCC1)c1ccc(COCC(F)(F)C(F)F)o1,12,-2,-8,4.1,-1,-2,5,0,73*,-0.2
COc1ccc2c(c1)c1ncn(CC3CCCO3)c(=O)c1n2C (configuration not stated),-1,1,-20,-0.1,5,-4,20,7,100,0.0
C=CCNS(=O)(=O)c1ccc(OCC(=O)OCC)cc1,nt,1,-8,4.9,11,-8,5,0,96,-0.2
CCCOc1ccc(Cn2c(C)nc([N+](=O)[O-])c2SCC(O)COC)cc1[N+](=O)[O-] (configuration not stated),-1,1,-6,0.5,4,-10,9,4,86,-0.1

# 2 consecutive compounds from above:
SMILES,Vif imaging,m5-HT2A agonist,CaV13 FRET inh,MC4R ag barr,Cardio protect,PDI inh,MC4R antag cAMP,Glyco luc inh,ABCB6 inh 2,aDG glyco act
C=CCNS(=O)(=O)c1ccc(OCC(=O)OCC)cc1,nt,1,-8,4.9,11,-8,5,0,96,-0.2
CCCOc1ccc(Cn2c(C)nc([N+](=O)[O-])c2SCC(O)COC)cc1[N+](=O)[O-] (configuration not stated),-1,1,-6,0.5,4,-10,9,4,86,-0.1

# Reformatted with each value named: part of the list above
COc1ccc(NC(=O)CSc2nnc(CN3CCOCC3)n2C)cc1Cl
  Vif imaging: 4	m5-HT2A agonist: -1	CaV13 FRET inh: -6	MC4R ag barr: -0.6	Cardio protect: -2	PDI inh: 4	MC4R antag cAMP: -5	Glyco luc inh: 0	ABCB6 inh 2: 98	aDG glyco act: 0.1
C=CCNC(=O)COC(=O)c1ccc(C)c(NC(=O)c2ccco2)c1
  Vif imaging: -3	m5-HT2A agonist: 0	CaV13 FRET inh: 3	MC4R ag barr: -2.7	Cardio protect: 0	PDI inh: -4	MC4R antag cAMP: 3	Glyco luc inh: 1	ABCB6 inh 2: 99	aDG glyco act: -0.1
O=C(CSc1ncnc2c1nnn2Cc1ccc(F)cc1)NC1CCCCC1
  Vif imaging: 3	m5-HT2A agonist: 4	CaV13 FRET inh: -3	MC4R ag barr: 1.9	Cardio protect: 2	PDI inh: 4	MC4R antag cAMP: -3	Glyco luc inh: 0	ABCB6 inh 2: 91	aDG glyco act: 0.0
CCOc1ccccc1NC(=O)C(=O)N/N=C/c1ccc([N+](=O)[O-])cc1
  Vif imaging: 4	m5-HT2A agonist: -2	CaV13 FRET inh: -2	MC4R ag barr: 0.1	Cardio protect: 0	PDI inh: -6	MC4R antag cAMP: 22	Glyco luc inh: 0	ABCB6 inh 2: 100	aDG glyco act: 0.0
